# Pax4 mRNA alpha TC1: Pax4 mRNA upregulation in alpha cells – RT-PCR, mouse alpha TC1 cells, single point, primary screen (AID 1053180). mouse alpha TC1 cells, Pax4 mRNA qPCR, 6 days; active compounds read high; 100% = Pax4 plasmid added at qPCR. 9,600 compounds, 0.2% hits. activation, % at 10 µM;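 active = highest normalized replicate activity of 15 or more, or at least half the replicates reach 15 or more; inactive = neither condition met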;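 also: pax4 Ct normalized to GAPDH with activation seen as lower delta delta Ct; plate controls were plate neutral control wells for no effect and Pax4 plasmid positive control for full effect; each compound tested in two replicate wells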
# YAP1 CTGF inhibition: reduction of CTGF mRNA in DLD1 cells – DLD1 colon cancer cells, RT-qPCR, single point, primary screen (AID 743449). DLD1 CTGF mRNA qPCR, 24 h; active compounds read high. inhibition, % at 12.5 µM. 9,900 compounds, 0.9% hits;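 active = mean normalized replicate activity at least 50 and at least half of replicates each reaching 50; inconclusive = only one of the two criteria met; inactive = neither criterion met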;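 also: 0% = neutral control wells and 100% = dasatinib control wells; higher means stronger suppression of CTGF expression like dasatinib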
# An asterisk follows results filed as active; ? = inconclusive; & = joins results of further samples.
compound | Pax4 mRNA alpha TC1 | YAP1 CTGF inhibition
COc1ccc2c3c([nH]c2c1)[C@@H](CO)N(C(C)=O)CC31CCN(C(=O)c2ccc3c(c2)OCO3)CC1 | 0.0 | -5
N#C[C@H]1[C@@H](c2ccc(C3=CCCCC3)cc2)[C@H](CO)N1C(=O)CN1CCOCC1 | 0.0 | -47
C/C=C/c1ccc([C@@H]2[C@@H](CO)N3C(=O)CN(C(=O)Nc4ccc(F)cc4)C[C@H]23)cc1 | 0.0 | 18
O=C(C[C@H]1CC[C@@H]2[C@H](COC[C@H](O)CN2C(=O)c2ccc3c(c2)OCO3)O1)NC1CCC1 | 0.0 | 19
C/C=C/c1ccc([C@H]2[C@H](CO)N3C(=O)CN(C(=O)NC4CCCCC4)C[C@@H]23)cc1 | 0.0 | 10
O=C(C[C@@H]1CC[C@H]2[C@@H](COC[C@H](O)CN2C(=O)Nc2ccc(Cl)cc2)O1)NCC1CCCCC1 | 0.0 | 4
O=C(NCC[C@@H]1CC[C@H](NC(=O)C2CCOCC2)[C@@H](CO)O1)c1cc(Cl)cc(Cl)c1 | 0.0 | -12
CO[C@H]1CN(C)C(=O)c2ccc(NC(=O)Nc3ccccc3)cc2OC[C@H](C)N(C(=O)CC2CC2)C[C@H]1C | 0.0 | 5
COc1ccccc1-c1cnc2c(c1)C(=O)N([C@H](C)CO)C[C@@H](C)[C@H](CN(C)C(=O)CC1CC1)O2 | 0.0 | 13
COc1ccc2c3c([nH]c2c1)[C@H](CO)N(C(C)=O)CC31CCN(C(C)=O)CC1 | 0.0 | -25
O=C(CC1CC1)N1CC(=O)N2[C@H](CO)[C@H](c3ccc(/C=C/c4ccccc4)cc3)[C@@H]2C1 | 0.0 | 26
CN1[C@H](C(=O)N2CCc3ccccc3C2)[C@@H](CO)[C@@H]2Cn3c(ccc(-c4cccnc4)c3=O)[C@@H]21 | 0.0 | -21
OC[C@@H]1[C@@H](c2ccc(-c3cccc(F)c3)cc2)[C@@H]2CN(Cc3cncnc3)CCCCN12 | 0.0 | 7
CO[C@H](CN(C)CC1CCOCC1)[C@H](C)CN(C(=O)Nc1ccc(F)cc1)[C@@H](C)CO | 0.1 | -34
COc1ccc(CN2C[C@@H](O)COC[C@H]3O[C@H](CC(=O)N(C)C)CC[C@@H]32)cc1 | 0.0 | -2
COc1ccc(CN2CC3(CN(C(C)=O)C3)c3c(n(C)c4cc(OC)ccc34)[C@@H]2CO)cc1 | 0.0 | 6
COc1ccc(NC(=O)N(C)C[C@@H]2OCCCC[C@@H](C)Oc3ccc(NC(=O)c4ccncc4)cc3C(=O)N([C@@H](C)CO)C[C@H]2C)cc1 | 0.0 | -4
Cc1ccccc1-c1cnc2c(c1)C(=O)N([C@@H](C)CO)C[C@H](C)[C@H](CN(C)Cc1ccccc1F)O2 | 0.0 | ?
C[C@H](CO)N1C[C@H](C)[C@H](CN(C)S(=O)(=O)c2ccc(Cl)cc2)Oc2ccc(NC(=O)Cn3cnnn3)cc2CC1=O | 0.0 | 8
CO[C@H]1CN(C)C(=O)c2cccc(C#N)c2OCC[C@@H]2CC[C@@H](OC)[C@H](CN(C)C(=O)[C@H]1C)O2 | 0.0 | 10
O=C(Cc1cccnc1)N1CC(=O)N2[C@@H](CO)[C@H](c3ccc(C4=CCCCC4)cc3)[C@@H]2C1 | 0.0 | -22
O=C(C[C@H]1C=C[C@@H](NC(=O)c2ccncc2)[C@H](CO)O1)NCC1CC1 | 0.0 | -7
CCCNC(=O)N1CC2(CN(C(=O)CN(C)C)C2)c2c(n(C)c3cc(OC)ccc23)[C@@H]1CO | 0.0 | -11
O=C(C[C@H]1CC[C@H]2NC[C@H](O)COC[C@@H]2O1)NC1Cc2ccccc2C1 | 0.0 | -36
CS(=O)(=O)N1CC(=O)N2[C@H](C1)[C@@H](c1ccc(C#CCC3CCCC3)cc1)[C@@H]2CO | 0.0 | -11
CCCNC(=O)N(C)C[C@@H]1Oc2cc(C#C[C@@H](C)O)ccc2S(=O)(=O)N([C@@H](C)CO)C[C@@H]1C | 0.0 | 11
C[C@H]1CN([C@@H](C)CO)C(=O)c2cccc(NC(=O)Nc3ccc4c(c3)OCO4)c2O[C@H]1CN(C)S(C)(=O)=O | 0.0 | -8
CCc1cnc(N2[C@H](C#N)[C@@H](c3ccc(C#Cc4ccccc4F)cc3)[C@@H]2CO)s1 | 0.3 | -25
Cc1cccc(S(=O)(=O)N2C[C@@H]3[C@H](c4ccccc42)[C@@H](CO)N3C(=O)c2ccccc2)c1 | 0.0 | 17
COc1ccccc1NC(=O)N1C[C@H]2[C@@H](c3ccccc31)[C@H](CO)N2C(=O)C1CCCC1 | 0.0 | 28
Cc1ccc(-c2ccccc2[C@H]2[C@@H](C#N)N(S(C)(=O)=O)[C@@H]2CO)cc1 | 0.0 | 13
CCN(C[C@H]1[C@@H](c2ccccc2)[C@H](CO)N1CC1CC1)C(=O)c1ccccn1 | 0.0 | 1
COc1ccc2c3c([nH]c2c1)[C@@H](CO)N(S(=O)(=O)c1cn(C)cn1)CC31CCN(Cc2ccccc2Cl)CC1 | 0.2 | -227
CNC[C@@H]1Oc2c(NS(=O)(=O)c3ccc(Cl)cc3)cccc2C(=O)N([C@@H](C)CO)C[C@@H]1C | 0.0 | -18
Cc1ccccc1S(=O)(=O)N1[C@@H]2CNC[C@H]1[C@@H]2c1ccc(-c2ccc(C#N)cc2)cc1 | 0.0 | 19
C[C@@H]1CCCCO[C@@H](CN(C)S(C)(=O)=O)[C@@H](C)CN([C@H](C)CO)C(=O)c2cc(NC(=O)NC3CCCCC3)ccc2O1 | 0.0 | -22
COc1cccc(-c2ccc(C3[C@@H]4CN(C(=O)Nc5ccccc5F)C[C@H]3N4)cc2)c1 (stereo partly specified) | 0.0&0.1 | -25&-75
C[C@H](CO)N1C[C@H](C)[C@H](CN(C)C(=O)NC2CCCCC2)OCc2cn(nn2)CCCC1=O | 0.0 | 13
CO[C@@H]1CN(C)C(=O)c2ccc(NC(C)=O)cc2OC[C@@H](C)N(C(=O)c2cnccn2)C[C@H]1C | 0.0 | -34
CN(C)CC(=O)N1[C@H](C#N)[C@@H](c2ccc(C#CC3CCCCC3)cc2)[C@@H]1CO | 0.2 | -37

# 3 of the compounds above, as labelled records:
> CNC[C@@H]1Oc2c(NS(=O)(=O)c3ccc(Cl)cc3)cccc2C(=O)N([C@@H](C)CO)C[C@@H]1C
  Pax4 mRNA alpha TC1: 0.0 | YAP1 CTGF inhibition: -18

> CCCNC(=O)N(C)C[C@@H]1Oc2cc(C#C[C@@H](C)O)ccc2S(=O)(=O)N([C@@H](C)CO)C[C@@H]1C
  Pax4 mRNA alpha TC1: 0.0 | YAP1 CTGF inhibition: 11

> O=C(C[C@H]1C=C[C@@H](NC(=O)c2ccncc2)[C@H](CO)O1)NCC1CC1
  Pax4 mRNA alpha TC1: 0.0 | YAP1 CTGF inhibition: -7

# (further entries)
Structure | Pax4 mRNA alpha TC1 | YAP1 CTGF inhibition
COCC(=O)N(C[C@H]1[C@H](c2ccccc2)[C@@H](CO)N1C(=O)NC(C)C)C(C)C | 0.0 | 11
COc1ccc2c3c(n(C)c2c1)[C@@H](CO)N(C(=O)Nc1ccc(F)cc1)CC31CCN(C(=O)c2ccc3c(c2)OCO3)CC1 | 0.0 | 9
CN1C(=O)c2cc(NS(C)(=O)=O)ccc2OC[C@@H]2O[C@@H](CC(=O)N3CCOCC3)CC[C@H]21 | 0.0 | -8
COc1ccc(CN(C)C[C@@H]2Oc3ccc(NC(=O)Nc4ccc5c(c4)OCO5)cc3CC(=O)N([C@@H](C)CO)C[C@H]2C)cc1 | 0.0 | 14
CS(=O)(=O)N1[C@H](C#N)[C@@H](c2ccc(-c3ccccc3F)cc2)[C@@H]1CO | 0.0 | 23
O=C(Nc1ccc(C(F)(F)F)cc1)N[C@H]1C=C[C@@H](CC(=O)N2CCCCC2)O[C@H]1CO | 0.0 | -4
COc1ccccc1NC(=O)N1C[C@@H](O)COC[C@H]2O[C@H](CC(=O)NCCc3ccncc3)CC[C@@H]21 | 0.0 | -5
COC(=O)C[C@H]1C[C@@H]2c3cc(NC(=O)C4CCOCC4)ccc3O[C@@H]2[C@H](CO)O1 | 0.0 | 24
O=C(c1ccncc1)N1C[C@@H]2[C@H](c3ccccc31)[C@@H](CO)N2Cc1ccccc1F | 0.0 | 22
COc1ccc(S(=O)(=O)N(C)C[C@@H]2Oc3c(cccc3N(C)C)C(=O)N([C@@H](C)CO)C[C@H]2C)cc1 | 0.0 | 16
Cc1ccccc1S(=O)(=O)Nc1ccc2c(c1)C(=O)N(C)[C@@H]1CC[C@H](CC(=O)O)O[C@@H]1CO2 | 0.0 | 6
C[C@@H]1CN([C@H](C)CO)S(=O)(=O)c2ccc(-c3ccc(F)cc3)cc2O[C@@H]1CN(C)Cc1ccccc1C(=O)O | 0.0 | 3
CC(C)NC(=O)N1[C@H](C#N)[C@@H](c2ccccc2-c2ccc(F)cc2)[C@@H]1CO | 0.0 | 7
CC(=O)NC[C@H]1[C@H](c2ccc(C3=CCCC3)cc2)[C@@H](CO)N1Cc1cccnc1 | 0.0 | -67
C[C@H](CO)N1C[C@H](C)[C@@H](CN(C)C(=O)Cc2cccnc2)Oc2cc(C#Cc3ccccc3F)ccc2S1(=O)=O | 0.1 | 33
N#C[C@@H]1[C@@H](c2ccc(C#Cc3cccnc3)cc2)[C@@H](CO)N1C(=O)NC1CCCCC1 | 0.0 | -25
O=C(Cc1ccccc1)N1CC[C@@H]2[C@@H](CO)Nc3ccc(C#Cc4cccc(F)c4)cc3[C@@H]21 | 0.0 | 12
CO[C@@H]1CN(C)C(=O)c2cc(NC(=O)Nc3c(C)noc3C)ccc2OC[C@@H](C)NC[C@H]1C | 0.0 | -13
O=C(C[C@H]1CC[C@H]2[C@@H](COC[C@H](O)CN2Cc2ccc(C(F)(F)F)cc2)O1)N1CCc2ccccc2C1 | 0.0 | -10
O=C1C[C@H](c2ccccc2)C(=O)N[C@@H](c2ccc(F)cc2)C/C=C\CCN1 | 0.0 | -4
C[C@H]1CC(=O)N[C@H](c2ccccc2)C/C=C\C[C@@H](c2ccc3c(c2)OCO3)NC1=O | 0.0 | 10
COc1ccc2c3c([nH]c2c1)[C@@H](CO)N(Cc1cc(F)ccc1F)CC31CCN(C(=O)CN(C)C)CC1 | 0.0 | -8
CCC(=O)N1C[C@@H](C)[C@@H](OC)CN(C)C(=O)c2ccc(NC(=O)CC(F)(F)F)cc2OC[C@H]1C | 0.0 | 8
COc1ccccc1S(=O)(=O)N(C)C[C@@H]1OCc2cn(nn2)CCCC(=O)N([C@H](C)CO)C[C@@H]1C | 0.0 | -68
CCCC(=O)Nc1ccc2c(c1)OC[C@H](C)NC[C@@H](C)[C@@H](OC)CN(C)C2=O | 0.0 | 8
O=C(c1cnccn1)N1CC(=O)N2[C@H](CO)[C@H](c3ccc(C#CC4CC4)cc3)[C@@H]2C1 | 0.0 | 11
CCCN(C)C[C@H]1OCCCC[C@@H](C)Oc2ccc(NC(=O)CCCN(C)C)cc2C(=O)N([C@H](C)CO)C[C@H]1C | 0.0 | -8
O=C(Nc1cccc(F)c1)N1CCCCN2[C@H](CO)[C@H](c3ccc(C#Cc4cccnc4)cc3)[C@H]2C1 | 0.1 | -30
Cc1noc(C)c1S(=O)(=O)N(C)C[C@H]1OCCCC[C@H](C)Oc2ccc(NC(=O)CCC(F)(F)F)cc2C(=O)N([C@H](C)CO)C[C@H]1C | 0.0 | -10
COc1cccc(C(=O)Nc2ccc3c(c2)C(=O)N(C)[C@@H]2CC[C@H](CC(=O)NCc4ccc(F)cc4)O[C@@H]2CO3)c1 | 0.0 | -57
CCS(=O)(=O)Nc1ccc2c(c1)C(=O)N(C)C[C@H](OC)[C@@H](C)CN(CC1CCCCC1)[C@@H](C)CO2 | 0.0 | ?
CN(C)C(=O)c1ccc(-c2ccc(C3[C@@H]4CN(C(=O)C5CC5)C[C@H]3N4)cc2)cc1 (stereo partly specified) | 0.0&0.2 | 11&-163
N#C[C@@H]1[C@@H](c2ccccc2)[C@H](CO)N1C(=O)Nc1cccc(F)c1 | 0.0 | -2
OC[C@H]1[C@H](c2ccc(C#Cc3ccccc3F)cc2)[C@H]2CN(CC3CCOCC3)CCCCN21 | 0.4 | -130
O=C([C@@H]1[C@@H](CO)[C@@H]2Cn3c(ccc(-c4ccc(F)cc4)c3=O)[C@@H]2N1Cc1cocn1)N1CCCCC1 | 0.0 | -2
CCCNC(=O)Nc1ccc2c(c1)C(=O)N(C)C[C@@H](OC)[C@H](C)CN(C)[C@H](C)CO2 | 0.0 | -13
C/C=C/c1ccc([C@H]2[C@H]3CN(Cc4ccc(F)cc4)CC(=O)N3[C@H]2CO)cc1 | 0.0 | 5
O=C1C[C@@H](c2ccccc2)C(=O)N[C@H](c2ccccc2)C/C=C\C[C@@H](c2ccccc2)N1 | 0.1 | 30
O=C(C[C@@H]1CC[C@@H]2[C@H](COC[C@H](O)CN2S(=O)(=O)c2cccc(Cl)c2)O1)N1CCOCC1 | 0.0 | -35
CCS(=O)(=O)N1CCCCN2[C@H](CO)[C@@H](c3ccc(-c4ccc(C(=O)N(C)C)cc4)cc3)[C@@H]2C1 | 0.0 | 13
O=C(C[C@@H]1C[C@H]2c3cc(NC(=O)NC4CCCC4)ccc3O[C@H]2[C@H](CO)O1)NCc1ccccc1F | 0.0 | -15
COc1ccc2c3c(n(C)c2c1)[C@H](CO)N(Cc1nccs1)CC31CCN(CC2CCCC2)CC1 | 0.0 | 21
CO[C@@H]1CN(C)C(=O)c2ccc(NS(=O)(=O)CC(F)(F)F)cc2OC[C@H](C)N(C(=O)NC(C)C)C[C@@H]1C | 0.0 | 0
O=C(C[C@@H]1CC[C@H]2[C@@H](COC[C@H](O)CN2C(=O)Nc2ccc(F)cc2)O1)NC1CCC1 | 0.0 | -34
CC[C@@H]1C/C=C\CCNC(=O)C[C@H](c2ccccc2)C(=O)N1 | 1.6 | -7

# Source: PubChem (Broad Institute)

# Only part of the results is shown; rates above refer to the full screens.
